Screens deposited in PubChem by The Scripps Research Institute Molecular Screening Center.
OXTR agonist: agonists of human oxytocin receptor; CHO-OTR cells, Fluo-8 calcium fluorescence; normalized: DMSO 0%, oxytocin 100%; activation, % at 3 µM; actives 0.32% (n = 320,000);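 active = activation above the mean of all tested compounds plus 3 SD, cutoff set per screening run, cut at about 20% in these data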;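 also: peak over basal fluorescence ratio from a 100 s FLIPR kinetic read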
Target sequence (P30559 whole entry, looked up): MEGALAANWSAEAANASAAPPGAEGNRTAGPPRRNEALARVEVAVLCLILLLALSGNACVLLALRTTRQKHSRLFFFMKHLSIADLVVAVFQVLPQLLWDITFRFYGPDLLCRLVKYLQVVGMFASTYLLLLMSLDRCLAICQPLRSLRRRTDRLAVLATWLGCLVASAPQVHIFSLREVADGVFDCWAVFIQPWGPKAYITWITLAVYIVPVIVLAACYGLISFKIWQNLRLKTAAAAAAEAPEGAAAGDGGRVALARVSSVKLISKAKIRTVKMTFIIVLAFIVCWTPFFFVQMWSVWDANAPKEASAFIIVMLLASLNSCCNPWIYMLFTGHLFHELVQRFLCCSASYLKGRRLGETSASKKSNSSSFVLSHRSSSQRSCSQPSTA
V1R ag counter: counter-screen for oxytocin receptor agonists: human V1a receptor agonists; P37288; CHO-V1R cells, Fluo-8 calcium fluorescence, agonist mode; 0% DMSO, 100% 3 nM vasopressin; activation, % at 3 µM; AID 2797; actives 0.25% (n = 320,000);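 active = activation above the mean activation of all tested compounds plus 3 SD, per screening run, cut at about 20% in these data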;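 also: signal is peak over basal fluorescence ratio across a 100 second FLIPR read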
Target sequence (P37288 whole entry, looked up): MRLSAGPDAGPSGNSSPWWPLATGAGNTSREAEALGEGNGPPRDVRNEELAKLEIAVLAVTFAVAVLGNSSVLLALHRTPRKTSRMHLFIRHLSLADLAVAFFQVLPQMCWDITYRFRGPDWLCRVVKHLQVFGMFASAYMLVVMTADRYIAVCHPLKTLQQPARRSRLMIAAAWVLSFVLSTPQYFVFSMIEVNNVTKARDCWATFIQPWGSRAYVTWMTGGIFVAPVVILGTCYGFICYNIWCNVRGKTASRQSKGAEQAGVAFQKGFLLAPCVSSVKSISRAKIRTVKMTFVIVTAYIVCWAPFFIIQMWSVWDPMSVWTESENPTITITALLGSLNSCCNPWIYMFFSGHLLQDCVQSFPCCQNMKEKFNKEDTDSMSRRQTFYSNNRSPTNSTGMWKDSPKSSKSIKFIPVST
GalR3 antag: human GalR3 antagonism; HEK293 GalR3-CNG cAMP membrane potential fluorescence; galR3 body fused to GalR1 C-terminus; actives 0.44% (n = 360,000); inhibition, % at 3 µM; O60755;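 active = inhibition above the screen-wide average plus 3 SD, cut at about 13% in these data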;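 also: forskolin and galanin both at EC90 stimulate the cells; cAMP rise reported by CNG channel membrane potential dye signal; 0% = forskolin plus galanin with DMSO and 100% = forskolin alone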
* marks the source's active call; other numbers are inactive results. An excerpt; the hit share may differ from the screen's.

Structure,OXTR agonist,V1R ag counter,GalR3 antag
CCN(C[C@H]1N[C@@](Cc2ccccc2)(C(=O)OC)[C@H]2C(=O)N(Cc3ccccc3)C(=O)[C@@H]12)C(=O)Nc1ccc(C(F)(F)F)cc1,7.3,8.0,-3
CC(=O)NC(c1cc(Cl)c2cccnc2c1O)C(C)C (centres undefined),0.7,0.0,-5
CCOC(=O)CN1C(=O)S/C(=C\c2ccc(-c3cccc(C(=O)O)c3C)o2)C1=O,-1.3,0.5,-4
CN(C(=O)CSc1nc2ccccc2o1)C1CCS(=O)(=O)C1 (centres undefined),2.4,0.6,-7
NC(=O)C1CCN(C(=O)c2cc(-c3ccc(Cl)s3)nc3ccccc23)CC1,3.4,1.3,-4
Cc1sc2ncn(CC(=O)NC3CCCCC3)c(=O)c2c1C,-0.1,0.0,-5
COc1ccc(NC(=O)COC(=O)CCC(=O)c2cccs2)cc1OC,1.5,1.1,-6
Nc1cc(=O)[nH]c(SCC(=O)NC2CCCCCCC2)n1,-0.3,0.8,-5
CC(C)(C)OC(=O)NCC(=O)NNC(=O)C(C(=O)OCc1ccccc1)c1ccccc1 (centres undefined),0.4,-1.0,-1
COc1cc(C(=O)NCC(=O)NCCSc2ccc(Br)cc2)cc(OC)c1OC,-1.5,-0.2,-4
CC(=O)NC12CC3CC(C1)CC(C(=O)Oc1ccc(N(C)S(=O)(=O)c4cc(C)ccc4C)cc1)(C3)C2,-0.9,3.7,-4
CCOC(=O)[C@@H]1[C@H]2COc3cc(OC)ccc3[C@@H]2N2C(=O)N(c3cccc(C)c3)C(=O)[C@]12C,-0.7,-0.2,-6
O=C(NCc1ccccc1)c1ccc(Cl)c(S(=O)(=O)N2CCCC2)c1,1.3,2.4,-5
O=C(Nc1cc2c3c(c1)CC(=O)N3CCC2)c1ccc(Br)o1,0.2,1.0,-5
COCCOc1ccc(C(F)(F)F)cc1NC(=O)COC(=O)C1=COCCO1,7.5,3.9,-2
COc1cccc(C(=O)NC2C(=O)N3C(C(=O)O)=C(COC(C)=O)CSC23)c1 (centres undefined),1.3,0.4,-3
C[C@@H](OC(=O)N(C)Cc1ccccc1)[C@H]1O[C@]2(C)CCCC[C@H]1O2,-1.8,-0.9,1
Cc1ccc(NC(=O)C2CC(=O)N(c3ccc4c(c3)OCCO4)C2)cc1S(=O)(=O)N1CCCCCC1 (centres undefined),-0.6,1.3,-5
CC(C)c1ccc(C2(C)NC(=O)N(CC(=O)N3CCN(C(=O)c4cccs4)CC3)C2=O)cc1 (centres undefined),1.3,3.5,0
CCCNC(C)(C)COC(=O)c1ccccc1,0.5,1.1,-2
Cc1noc(C)c1NC(=O)N(C)C[C@H]1Oc2c(NC(=O)Cc3ccccc3)cccc2C(=O)N([C@H](C)CO)C[C@@H]1C,0.5,0.0,-5
COc1cc(C)ccc1OC(C)C(=O)Nc1ccc(N2CCCCC2)cc1 (centres undefined),-1.5,0.1,-3
CCN(CC(=O)Nc1ccccc1C(F)(F)F)C(=O)c1ccc(N2CCCC2=O)cc1,0.3,0.1,0
C/C(=C/CCC(C)(O)C1CC[C@@]2(C)[C@@H]3CC=C4[C@@H](CC[C@H](O[C@H]5O[C@@H](CO)[C@H](O)[C@@H](O)[C@@H]5O)C4(C)C)[C@]3(C)C(=O)C[C@]12C)CO[C@@H]1O[C@H](CO)[C@@H](O)[C@H](O)[C@H]1O (some centres undefined),0.2,0.9,-4
COc1ccc(-c2nc(SCC(=O)Nc3c(F)cccc3F)n[nH]2)cc1,-1.0,-0.9,0
Cc1ccc(OC(C)C(=O)Nc2ncc(Cl)cc2Cl)c([N+](=O)[O-])n1 (centres undefined),-1.1,0.4,3
COc1ccccc1N1CCN(S(=O)(=O)CCNC(=O)Cc2ccc(F)cc2)CC1,-0.8,1.3,-5
O=C1c2ccccc2C(=O)N1CCC#Cc1ccc2cc(CCCO)oc(=O)c2c1,15,26*,-2
CCOc1cc(C(=O)Nc2ccc(S(=O)(=O)Nc3cnc4ccccc4n3)cc2)cc(OCC)c1OCC,-0.9,-0.9,-5
CCCN(C(=O)C1CSC2(C)CCC(=O)N12)c1c(N)n(Cc2ccccc2)c(=O)[nH]c1=O (centres undefined),0.3,0.5,0
Cc1cccc(NC(=O)CSCC(=O)N(C)CC(=O)Nc2cccc(F)c2)c1,-0.4,0.0,-3
Cc1ccc(C)c(S(=O)(=O)N2CCN(CC(=O)NC(C)c3ccccc3)CC2)c1 (centres undefined),1.1,2.3,-4
CCN(C(=O)COC(=O)c1ccc[nH]c1=O)c1cccc2ccccc12,1.7,1.5,-5
Cc1cccnc1NC(=O)C1CC(=O)N(c2ccc3c(c2)OCCO3)C1 (centres undefined),0.2,0.3,-1
O=C(Nc1ccccc1N1CCCC1)C1CCN(S(=O)(=O)c2ccccc2C(F)(F)F)CC1,-1.4,-1.7,-3
C[C@H](NS(=O)(=O)c1ccccc1F)C(=O)OCC(=O)Nc1ccc2c(c1)OCCO2,0.3,1.2,-7
COC(=O)c1c(NC(=O)CS(=O)(=O)c2ccccc2)sc(C)c1C,-2.4,-1.3,-4
CCC(C)Sc1cccc(-c2nc3cnccn3c2NC2CCCCC2)c1 (centres undefined),-2.0,-1.0,-2
CC1(c2ccc(Cl)cc2)NC(=O)N(CC(=O)N2CCN(S(=O)(=O)c3ccccc3)CC2)C1=O (centres undefined),1.6,0.5,-4
O=C(Cc1ccccn1)c1ccc(F)cc1,-1.0,0.1,-5

5 of the entries above in order of the GalR3 antag value, smallest number first:
structure | GalR3 antag
C[C@H](NS(=O)(=O)c1ccccc1F)C(=O)OCC(=O)Nc1ccc2c(c1)OCCO2 | -7
CCOc1cc(C(=O)Nc2ccc(S(=O)(=O)Nc3cnc4ccccc4n3)cc2)cc(OCC)c1OCC | -5
Cc1ccc(C)c(S(=O)(=O)N2CCN(CC(=O)NC(C)c3ccccc3)CC2)c1 (centres undefined) | -4
CCC(C)Sc1cccc(-c2nc3cnccn3c2NC2CCCCC2)c1 (centres undefined) | -2
CCN(CC(=O)Nc1ccccc1C(F)(F)F)C(=O)c1ccc(N2CCCC2=O)cc1 | 0

Copied from the list.
In OXTR agonist, CCOC(=O)[C@@H]1[C@H]2COc3cc(OC)ccc3[C@@H]2N2C(=O)N(c3cccc(C)c3)C(=O)[C@]12C has the entry -0.7
In OXTR agonist, Cc1cccnc1NC(=O)C1CC(=O)N(c2ccc3c(c2)OCCO3)C1 (centres undefined) has the entry 0.2

Continuation:
Structure,OXTR agonist,V1R ag counter,GalR3 antag
O=C(Cn1cc(C(F)(F)F)ccc1=O)NCC1CCCO1 (centres undefined),0.4,-0.4,1
COc1ccc2c(c1)C(=O)N1[C@H]3c4cc(C)ccc4OC[C@@H]3[C@H](c3ccccc3)[C@]1(C)C(=O)N2,-1.5,0.5,0
CC(=O)N/C(=C\c1ccccc1)C(=O)OCC(=O)NC(=O)c1ccccc1,0.4,0.7,-1
COc1cccc(-c2nn(-c3ccc(C)cc3)cc2C(=O)N(C)CC(=O)Nc2cccc(F)c2)c1,-0.1,1.9,-5
CCOc1ccc(NC(C)=O)cc1N,1.1,0.1,1
N#CCC(=O)Nc1ccc(C(=O)OCC(=O)NNC(=O)c2cccs2)cc1,2.8,2.1,0
COc1ccc(C(=O)NCc2ccccc2C)cc1S(=O)(=O)NC1CCCC1,1.7,0.8,-10
CC(=O)N1CCN(C(=O)c2cc(S(=O)(=O)N(C)c3ccc(F)cc3)ccc2Cl)CC1,-0.9,0.2,-3
COc1ccc(-c2csc(NC(=O)CSC(C)C(=O)Nc3cc(C)on3)n2)cc1OC (centres undefined),-0.4,1.7,-4
CC(C)(C)N1CC23CCC(C[C@@H]2C1=O)O3 (some centres undefined),1.0,0.1,-4
O=C(CNC(=O)c1ccc(Br)o1)NC1CCCCCC1,-0.4,-1.4,2
COc1ccc(F)cc1CN1CCN(CC(=O)Nc2ccccc2C(=O)NC2CC2)CC1,0.8,2.0,-6
Cc1ccccc1CCNC(=O)c1ccc(Cl)c(S(=O)(=O)N2CC(C)OC(C)C2)c1 (centres undefined),1.9,4.5,107*
CC(Sc1ncnc2c1cnn2-c1ccccc1)C(=O)Nc1ccc(N2CCOCC2)cc1 (centres undefined),2.2,0.3,-6
CNCC[C@H](Oc1ccc(C(F)(F)F)cc1)c1ccccc1,12,9.2,-2
Cn1c(N)c(C(=O)COC(=O)c2ccccc2C(=O)c2ccccc2)c(=O)n(C)c1=O,-0.1,0.6,-1
[O-][n+]1c2ccccc2c2n1CCCN=C2c1ccc(Cl)cc1,0.0,-0.7,-1
COc1cc(OC)cc(-c2c(C#Cc3ccsc3)c3cc(-c4ccc5c(c4)OCCO5)ccc3n2C)c1,0.0,0.4,-3
COc1ccc(CCC(=O)OCC(=O)N2CCN(S(=O)(=O)c3ccc(C)cc3C)CC2)cc1,11,9.6,-4
CCC1CCC2(CC1)NC(=O)N(CC(=O)NCc1ccc(Cl)cc1)C2=O (centres undefined),-1.4,0.8,0

Shown with two lines to a compound: entries from further up
Values run as follows: OXTR agonist, V1R ag counter, GalR3 antag
COc1cc(OC)cc(-c2c(C#Cc3ccsc3)c3cc(-c4ccc5c(c4)OCCO5)ccc3n2C)c1
  0.0, 0.4, -3
COc1ccc(CCC(=O)OCC(=O)N2CCN(S(=O)(=O)c3ccc(C)cc3C)CC2)cc1
  11, 9.6, -4

Additional compounds.
Structure,OXTR agonist,V1R ag counter,GalR3 antag
Cc1ccc(NC(=O)NC(=O)COc2c(F)c(F)cc(F)c2F)c(C)c1,-0.1,0.5,-4
Cc1cc(C)c(NC(=O)CNC(=O)CN2C(=O)NC3(CCCc4ccccc43)C2=O)c(C)c1 (centres undefined),-1.0,-1.2,1
O=C(Nc1nccs1)C1=COCCO1,1.2,0.5,-6
CC(=O)N1CCN(c2ccc(NCc3ccc(Br)o3)cc2)CC1,0.9,0.8,3
CC(C)NC(=O)N(C)C[C@H]1Oc2ccc(NC(=O)Nc3ccc(C(F)(F)F)cc3)cc2C(=O)N([C@H](C)CO)C[C@@H]1C,2.5,6.6,-3
Cc1ccc(NC(=O)CSc2nc(=O)n(CCCN3CCOCC3)c3c2CCCC3)c(C)c1,-1.6,0.1,-4
CCOc1ccccc1N1CC(C(=O)NNC(=O)c2ccc(F)cc2)CC1=O (centres undefined),-0.2,-0.5,-3
CC(=O)C(Cc1ccccc1)NC(=O)COc1ccc2c(c1)OCO2 (centres undefined),0.5,0.6,-2
CC(NC(=O)COC(=O)c1cccnc1Cl)C12CC3CC(CC(C3)C1)C2 (centres undefined),-1.3,-0.2,-3
CC1CC1C(=O)N1CCN(S(=O)(=O)c2cc(C(F)(F)F)cc(C(F)(F)F)c2)CC1 (centres undefined),0.1,1.8,7
CCOC(=O)/C=C1\SCC(=O)N1CC(=O)Nc1cc(S(=O)(=O)N(C)C)ccc1C,1.0,-0.3,1
CC(C(=O)Nc1ccc2[nH]c(=O)[nH]c2c1)N1CCN(Cc2ccc3c(c2)OCO3)CC1 (centres undefined),0.5,0.3,13*
Cn1c(SCC(=O)Nc2ccc(C(=O)O)cc2)nc2scc(-c3ccccc3Cl)c2c1=O,0.4,0.7,-6
C[C@H]1CN([C@@H](C)CO)C(=O)c2cccc(NC(=O)C3CC3)c2O[C@H]1CN(C)S(=O)(=O)c1cccs1,2.7,1.0,-1
O=C(NCc1ccccc1CN1CCOCC1)c1ccc(-n2cccn2)cc1,1.7,1.5,-3
COc1ccc(CC(=O)OCC(=O)NCc2ccc(C)cc2)cc1OC,1.3,-0.3,-6
COC(=O)c1ccc(CNC(=O)c2ccc(S(=O)(=O)N(C)c3ccccc3OC)cc2)cc1,6.5,11,-6
Cc1cc(C(=O)OCC(=O)NC(C)c2ccc(F)cc2)c(C)o1 (centres undefined),0.5,4.0,-8
COc1ccccc1/C=C/C(=O)OCC(=O)NCc1ccc2c(c1)OCO2,-1.4,1.1,-7
CCCn1nc(C(=O)NCC2COc3ccccc3O2)c2ccccc2c1=O (centres undefined),-2.6,-1.0,-4
C=C1CCN([C@@H](CC(C)C)C(=O)NCCC(C)C)S(=O)(=O)c2ccccc21,-2.1,-1.8,1
N#Cc1cccc(C(=O)OCC(=O)N2CCCc3ccccc32)c1,-1.4,-0.7,-2
COc1cccc(CNS(=O)(=O)c2cc3c4c(c2)CCC(=O)N4CCC3)c1,1.6,4.4,-4
O=C(COC(=O)C1CC2C=CC1C2)Nc1ccc([N+](=O)[O-])cc1 (centres undefined),7.1,9.5,-1
O=C(CNS(=O)(=O)c1ccc(Cl)cc1)NC1CCCCC1,-0.4,-0.2,-7
Cc1ccc(C)c(OCC(=O)NNC(=O)c2ccc(=O)[nH]c2)c1,-0.8,-0.9,-6
COc1ccc(N2CCN(C(=O)CN3C(=O)NC4(CCCc5ccccc54)C3=O)CC2)cc1 (centres undefined),2.2,1.2,-5
COc1ccc(NC(=O)c2ccc(S(=O)(=O)N3CC(C)CC(C)C3)cc2)cc1S(N)(=O)=O (centres undefined),-0.1,0.0,-8
Cc1ccc(S(=O)(=O)N(OCc2ccccc2)C(C)C(=O)O)cc1 (centres undefined),-1.0,0.1,-7
CCN(CC)C(=O)OCc1c(-c2cccc(OC)c2)ncc2ccccc12,-1.7,-1.4,-8
